SMARCA2 activ: SMARCA2 (BRM) function activators, primary screen, cell-based, luminescence, high throughput; activation, % at 9.1 µM; MG213 cells, MMTV-luciferase reporter, dexamethasone, overnight; AID 652017, 2013; 1% of 370,000 active; in the data active = activation above about 7.8%;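 also: 0% = vehicle wells and 100% = reference activator wells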
NPR1 activator: GC-A stimulated cGMP production enhancers – HEK293 GC-A cells, cGMP TR-FRET, EC30 ANP, primary screen | 0.14% of 370,000 active | Atrial natriuretic peptide receptor 1 (Homo sapiens), P16066 | activation, % at 10 µM | 0% at EC30 ANP, 100% saturating ANP; in the data active = activation above about 40%
DAX1 inh-1: DAX1 (NR0B1) inhibitors on StAR promoter, primary screen, cell-based, luminescence, SF-1 (NR5A1), full-length DAX-1; HEK293T StAR-luciferase reporter, SF-1/DAX-1 repression relief; inhibition, % at 6.8 µM; 1.1% of 370,000 active; AID 652010, 2013;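 active = inhibition above the mean over all tested compounds plus 3 SD, cut at about 3.6% in these data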;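 also: 0% = DAX-1 cells with DMSO and 100% = cells lacking DAX-1 with DMSO; higher inhibition means more luminescence from relief of DAX-1 repression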
hgDAF12 agonist: H. glycines DAF-12 receptor agonists, primary screen, cell-based, luminescence, HEK293, GAL4 fusion, UAS-luciferase | Nuclear hormone receptor DAF-12 (Heterodera glycines), GAL4 fusion | activation, % at 6.8 µM | HEK293 GAL4-hgDAF12 UAS-luciferase reporter, agonist luminescence; normalized to butyrate control | 1.8% of 370,000 active | AID 687014, 2013;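 active = activation above a cutoff set at the mean of all screened compounds plus 3 SD, cut at about 10% in these data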;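 also: 0% = DMSO wells and 100% = sodium butyrate wells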
ssDAF12 agonist: S. stercoralis DAF-12 nuclear receptor activators, primary screen, cell-based, luminescence, HEK293, GRIP1 co-expression, lit1-tk-luc; HEK293 ssDAF-12/GRIP1 lit1-tk-luc reporter; % of 3 µM dafachronic acid response; activation, % at 6.8 µM; 1% of 370,000 active; AID 652126, 2013;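 active = activation above the mean over all tested compounds plus 3 SD, cut at about 0.9% in these data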;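 also: 0% = DMSO-only wells and 100% = 3 µM delta7-dafachronic acid wells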
DAX1 inh-2: DAX1 (NR0B1) inhibitors, primary screen, cell-based, HEK293, Gal4-DAX1, luciferase luminescence. HEK293 Gal4-DAX1 luciferase reporter. inhibition, % at 6.75 µM. 0.99% of 340,000 active. AID 504766, 2011;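 active = inhibition above the mean over all tested compounds plus 3 SD, cut at about 4.2% in these data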;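 also: 0% = DAX1-transfected cells with DMSO and 100% = empty-vector control cells with DMSO; inhibition shows as a rise in luminescence from relieved DAX1 repression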
Target sequence (P51843 207-470 limits assumed): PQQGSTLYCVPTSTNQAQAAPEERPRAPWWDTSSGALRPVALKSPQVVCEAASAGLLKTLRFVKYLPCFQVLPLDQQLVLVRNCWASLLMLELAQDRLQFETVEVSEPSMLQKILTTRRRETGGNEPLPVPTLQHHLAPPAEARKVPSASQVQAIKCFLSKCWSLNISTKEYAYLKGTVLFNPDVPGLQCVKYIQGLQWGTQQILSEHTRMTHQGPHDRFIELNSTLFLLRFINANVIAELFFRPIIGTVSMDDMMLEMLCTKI
PG9 Ab binder: binders of HIV-1 gp120 antibody PG9, primary screen, biochemical, TR-FRET; 0.43% of 360,000 active; TR-FRET gp120-PG9 antibody binding; HIV-1 gp120 / PG9 antibody interaction; inhibition, % at 6.7 µM; in the data active = inhibition above about 8.5%
hcDAF-12 act: H. contortus DAF-12 nuclear receptor activators, primary screen, cell-based, luminescence, HEK293, lit1-tk-luc reporter. HEK293 hcDAF-12 lit1-tk-luc reporter; 0% DMSO, 100% Δ7-dafachronic acid. activation, % at 6.8 µM. 1.4% of 370,000 active. AID 652067, 2013;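 active = activation above the mean of all tested compounds plus 3 SD, cut at about 5.5% in these data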;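 also: 100% = response to 3 µM Δ7-dafachronic acid high control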
GAA850 FXN act: FXN promoter activators, primary screen, cell-based, luciferase luminescence, HEK293 lucGAA850. AID 540364, 2011. HEK293 lucGAA850 FXN promoter luciferase reporter, 24 h; percent of 10 µM SAHA response. activation, % at 6 µM. 0.56% of 360,000 active;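 active = activation above the average of all compounds screened plus 3 SD, cutoff fixed separately per campaign, cut at about 7.5% in these data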;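 also: 0% = DMSO wells and 100% = 10 µM SAHA wells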
ADAM10 inh: human ADAM10 inhibitors, primary screen, biochemical, QFRET, HTS; recombinant ADAM10, EDANS/DABCYL FRET peptide cleavage, 3 h; 0.62% of 370,000 active; Disintegrin and metalloproteinase domain-containing protein 10 (Homo sapiens), O14672; inhibition, % at 7 µM;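 active = inhibition above a per-campaign cutoff equal to the mean of compounds falling between control-based bounds plus 3 SD, cut at about 20% in these data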;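 also: 0% = DMSO wells while the 100% control is not disclosed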
Target sequence (O14672 214-748 limits assumed): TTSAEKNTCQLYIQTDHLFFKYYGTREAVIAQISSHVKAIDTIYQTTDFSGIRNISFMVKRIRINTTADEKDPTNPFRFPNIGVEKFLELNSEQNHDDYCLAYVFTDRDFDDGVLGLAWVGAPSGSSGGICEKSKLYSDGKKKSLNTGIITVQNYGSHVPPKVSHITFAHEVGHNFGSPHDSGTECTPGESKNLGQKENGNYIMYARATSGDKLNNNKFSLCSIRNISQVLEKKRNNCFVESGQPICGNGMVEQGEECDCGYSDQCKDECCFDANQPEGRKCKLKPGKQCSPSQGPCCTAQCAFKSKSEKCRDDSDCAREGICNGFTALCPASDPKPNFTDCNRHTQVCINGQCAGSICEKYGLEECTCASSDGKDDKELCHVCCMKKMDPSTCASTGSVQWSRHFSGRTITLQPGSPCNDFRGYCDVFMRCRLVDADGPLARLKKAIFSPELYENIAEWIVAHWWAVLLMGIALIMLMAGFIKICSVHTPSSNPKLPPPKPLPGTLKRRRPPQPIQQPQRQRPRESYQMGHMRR
ADAM17 inh: ADAM17 inhibitors, primary screen, biochemical, QFRET; Disintegrin and metalloproteinase domain-containing protein 17 (Homo sapiens), P78536; recombinant ADAM17, EDANS/DABCYL FRET peptide cleavage; inhibition, % at 6.95 µM; 0.83% of 370,000 active; AID 720648, 2013;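 active = inhibition above the mean of compounds lying between control limits plus 3 SD, set per campaign, cut at about 8.5% in these data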;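 also: 0% = DMSO-only wells as the low control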
An asterisk follows results filed as active; i = inactive; · = not tested or not shown; & = joins results of further samples. No enrichment for hits; any-hit rate near 6.8%.

SMILES	SMARCA2 activ	NPR1 activator	DAX1 inh-1	hgDAF12 agonist	ssDAF12 agonist	DAX1 inh-2	PG9 Ab binder	hcDAF-12 act	GAA850 FXN act	ADAM10 inh	ADAM17 inh
CCCCN(C(=O)C1=CC=CN2CCS(=O)(=O)N=C12)c1ccccc1	-3.8	-2.1	-0.3	3.1	-1.1	0.9	-0.1	-0.1	2.2	-75.0	-3.2
Cn1nc2sc3ccccc3n2c(=O)c1=O	-4.7	4.8	-0.1	1.5	-1.0	0.5	-0.8	3.9	0.0	2.8	-1.1
Cc1nn2c(=O)c3c4c(sc3nc2n1-c1ccccc1)COC(C)(C)C4	-7.5	2.3	0.0	-0.3	-1.9	·	-0.9	-1.9	-1.2	-6.2	-8.4
COc1ccc(N2CC(C(=O)OCC(=O)c3ccccc3)CC2=O)cc1 (stereo not given)	-1.3	0.4	-0.2	-0.7	-1.0	0.9	1.1	0.0	1.3	-5.5	-6.0
CC(=O)N1CCN(c2ccccc2NC(=O)COc2cc(C)ccc2C(C)C)CC1	0.8	-8.0	-1.2	-4.2	-1.5	-1.0	-2.8	-1.8	-7.4	12.4	1.1
COCc1cc(C)n(CC(=O)Nc2ccc(N3CCOCC3)cc2)c(=O)c1C#N	-1.4	3.5	-0.8	-2.1	-0.4	0.6	0.1	-1.3	-1.0	9.5	2.4
CC(C)(C)N(Cc1ccccc1)C(=O)CN1C(=O)c2ccccc2C1=O	1.9	-0.2	0.1	2.0	-0.2	1.2	-0.2	0.8	4.3	1.2	-1.9
Nc1ccc(S(=O)(=O)Nc2nc(-c3ccccc3)cc(-c3ccccc3O)n2)cc1	-2.7	5.0	0.4	0.6	0.2	2.2	-1.5	0.7	-0.2	1.8	0.0
O=C(N/N=C/c1cc([N+](=O)[O-])ccc1O)c1ccc(COc2ccc3c(c2)CCC3)o1	-2.4	-8.8	1.0	0.3	-0.5	0.6	-1.6	3.8	-3.5	-0.6	-2.1
Cc1cccc(NC(=O)CN(c2ccc(F)cc2)S(C)(=O)=O)c1	-0.5	-3.7	0.7	-5.5	-1.6	0.9	-2.5	-1.9	4.3	1.1	0.9
CCOC(=O)c1nc2ccccc2s1	6.8	-6.9	1.5	5.1	1.4*	2.5	-0.2	8.8*	2.6	-1.0	-0.4
Cc1ccc(NC(=O)C(c2ccccc2)N2CCN(C(=O)c3ccco3)CC2)cc1Cl (stereo not given)	-0.8	-3.3	3.4	1.7	-1.2	0.1	-1.5	-1.0	-1.2	0.1	-0.9
O=C(NCc1cccnc1)NC(C(F)(F)F)C(F)(F)F	1.5	-6.7	0.0	2.0	-0.1	0.2	2.6	-0.1	-2.9	7.2	4.2
COC(=O)[C@@]1(Cc2ccccc2)C=C[C@@H](C)N1C(C)=O	0.6	0.8	0.2	1.2	-1.1	0.5	3.4	0.7	-1.2	1.2	0.1
CCOC(=O)N1CCN(C(=O)CN2C(=O)COc3ccc(C(C)(C)C)cc32)CC1	1.0	1.5	-0.6	-0.9	-1.8	-0.8	-0.9	-1.5	0.3	1.6	0.2
CCOC(=O)c1sc2ncn(C(CC)C(=O)OC)c(=O)c2c1C (stereo not given)	-3.7	7.1	-0.5	0.1	-1.3	0.1	-1.8	-2.7	0.6	2.0	-6.2
O=C(CC(=O)Nc1ccc(Br)cc1)Nc1ccc(Br)cc1	-3.3	0.9	0.2	-2.4	-0.7	0.7	1.3	0.3	2.0	-5.1	-5.7
N#Cc1cnn2c3c(cnc12)C(=O)N1CCc2ccccc2C1C3 (stereo not given)	-0.1	4.3	-0.4	1.9	-1.1	-0.4	-2.0	-0.9	1.1	-251.2	-63.1
CCCCNCc1cc(Br)c(OCc2cccs2)c(OC)c1	-3.3	-3.0	1.1	0.5	-1.3	0.3	-0.3	-2.3	-4.8	-3.3	-2.7
Cc1ccc(/C=N/NC(=O)c2ccoc2C)s1	1.6	5.2	2.6	15.4*	-0.3	1.2	-3.0	2.3	4.4	2.7	4.7
CC(C)(C)NC(=O)/C(=C/c1cccnc1)NC(=O)c1ccco1	-2.2	-2.5	0.4	-1.0	-1.6	·	-0.4	-1.0	0.6	-0.3	-2.6
CCOc1ccc(C2CC(c3ccccc3)Nc3nc(N)nn32)cc1 (stereo not given)	-0.9	0.6	0.9	0.1	-1.5	-0.9	-0.3	-2.3	0.1	-26.7	-2.6
Cc1cccc(/C(N)=N/OC(=O)COc2ccccc2Cl)c1	5.3	-0.3	0.3	1.4	-0.3	0.2	-3.2	1.7	3.4	0.3	1.4
O=C(CNS(=O)(=O)c1cccs1)N1CCCC1	0.8	1.6	-0.2	0.0	-0.6	0.1	-0.6	-1.5	-1.1	-21.9	-5.5
COc1cc(C(O)c2nc(-c3cccc4cccnc34)cs2)ccc1F (stereo not given)	-1.4	-3.4	-0.3	-2.2	-1.5	·	-1.8	-0.6	-0.9	-24.0	-5.0
COc1ccccc1CNc1nc2nc(C)c(C)c(=O)n2[nH]1	3.5	5.6	0.3	-1.4	-0.7	2.4	-1.5	1.5	-1.5	1.3	-1.9
CCOC(=O)CNC(=O)CSc1nnc(NC(=O)c2ccccc2Cl)s1	-8.9	-1.2	2.2	4.3	-0.9	1.6	0.5	2.2	1.6	1.0	-1.6
COc1cccc(C(N)=O)c1OC(=O)Cc1ccccc1F	-1.2	-0.7	1.3	1.6	-0.1	0.2	0.5	1.3	1.3	-5.1	-6.6
Cc1ccn(CC(=O)NC2CCCN(Cc3ccc(CC(C)C)cc3)C2)n1 (stereo not given)	-3.6	0.5	-3.4	-1.5	-1.0	-0.9	-1.3	-1.4	-0.2	-6.5	-2.6
CN(CC(=O)O)c1ccc(C(F)(F)F)cc1[N+](=O)[O-]	4.5	-0.5	0.0	2.0	-0.6	-0.8	-0.5	0.5	2.2	-5.5	0.6
CN1/C(=C\C=Nc2cc(S(=O)(=O)N3CCOCC3)ccc2N2CCOCC2)C(C)(C)c2ccccc21	0.5	-3.1	-0.1	2.0	-1.5	-0.3	-2.4	-1.4	2.9	-27.2	-4.4
CCCCNC(=S)N(CCN(C)C)Cc1cc2cc3c(cc2[nH]c1=O)OCCO3	-0.6	6.9	0.2	-0.3	-0.7	2.9	0.1	1.2	2.1	-452.9	-177.9
Cc1ccc(CNc2oc(-c3ccco3)nc2S(=O)(=O)c2ccccc2)cc1	-1.8	5.8	-0.6	1.6	-0.7	-1.5	0.1	-1.3	0.8	5.3	0.6
CCCCc1c(C)c2cc(C)ccc2[nH]c1=O	-1.5	-0.2	-0.2	-0.6	-1.5	1.6	-1.9	0.2	4.9	-8.1	-1.4
Cc1cc(C)c2cc(C#N)c(N3CCCN(C(=S)NCCCN(C)C)CC3)nc2c1	-3.3	-4.3	-0.3	-0.5	-2.1	1.3	-1.5	-1.7	1.7	-184.7	-69.9
CC(=O)Nc1cccc(-c2nc3ccccc3n2C(C(=O)NC(C)(C)C)C2CC2)c1 (stereo not given)	0.0	1.5	-1.5	-3.2	-1.4	·	-1.1	-3.4	·	-8.9	-6.1
COc1ccc(OCc2nc3c4c(ncn3n2)-c2ccccc2CC42CCCC2)cc1	-1.0	-1.1	0.3	1.0	-0.9	0.1	2.4	-1.6	-0.2	0.1	-4.9
Cc1ccc(NC(=O)C2CCCNC2=O)nc1 (stereo not given)	-1.1	5.0	-0.4	2.2	-1.2	-0.6	0.1	-1.4	0.1	-0.5	-1.5
O=C(CN1C(=O)C(=O)N(Cc2ccco2)C1=O)Nc1ccc(F)c(F)c1F	0.5	0.7	1.2	0.2	0.7	1.1	0.3	-0.9	0.1	-2.9	-0.4
c1ccc(-c2ccc(-c3nc(-c4ccccn4)no3)cc2)cc1	-5.6	·	-1.4	-12.1	-2.7	-5.2	-1.2	-4.7	-16.4	0.7	-1.2
CC(=O)OC1CC2(C)C(CCC2(O)C(C)=O)C2CCC3C(Cl)C(=O)CCC3(C)C12 (stereo not given)	4.0	0.8	-1.4	2.2	-0.1	-0.3	-0.1	-1.1	-4.5	-0.7	-3.2
Cc1cnc(C(=O)OCc2nc3ccccc3o2)cn1	-1.8	0.1	1.0	0.6	-1.1	0.6	0.1	0.4	1.9	-8.9	-4.1
COc1ccc(CNC(=O)C[C@H]2C(=O)N(c3ccccc3)C[C@@H]2Cc2ccccc2)cc1	-1.8	-7.7	-0.7	-1.3	-1.6	0.0	-2.3	-1.9	-0.9	8.5	3.5
COc1cc(C(=O)OC(C)CN2CCOCC2)cc(OC)c1OC (stereo not given)	-0.1&1.7	-1.4&-0.2	-0.3&-0.1	-1.3&-1.4	-1.3&-1.7	1.0&-1.0	0.2&-1.3	-1.5&2.2	0.6&-1.1	2.3&7.6	-0.2&-0.1
Cc1ccc(-c2ccc(CCC(=O)O)n2C(C)C)cc1	-1.5	-0.3	-0.6	-0.1	-1.6	1.4	0.9	-0.4	0.1	i	-196.6
OC(COc1ccc(Cl)cc1)CN1CCCCC1 (stereo not given)	0.7	-1.6	0.1	-1.5	-1.4	0.7	2.1	1.5	0.5	1.8	0.8
COc1ccc(C(=O)Nc2ccc(S(=O)(=O)N3CCCC3)cc2)cc1	-0.7	2.4	-0.9	5.7	-1.3	-0.2	-1.9	-1.3	1.9	-7.6	2.0
Cc1ccc(C(=O)CCS(=O)(=O)c2ccc(Br)cc2)cc1	-2.0	45.5*	1.8	-1.9	-0.9	1.0	2.0	-0.1	0.7	-1.7	-0.6
O=C(c1ccc(F)cc1)C1CCN(C(=O)c2ccccc2F)CC1	-2.6	1.3	-0.1	-0.7	-0.4	-0.1	-0.2	-2.8	-0.8	5.2	-3.3
CCN(CC)c1ccc(C(=O)N/N=C/c2ccc(OC)cc2OC)cc1	-1.3	-1.9	-0.7	-0.5	-1.6	-1.8	-1.8	0.0	0.1	-15.8	-4.6
c1ccc(COc2cccc(-c3cc4nc(NCCN5CCOCC5)ccn4n3)c2)cc1	-3.1	-4.3	-1.7	-1.5	-1.6	·	2.2	-2.2	-1.3	-55.1	-19.3

Taken from above.
Result for c1ccc(COc2cccc(-c3cc4nc(NCCN5CCOCC5)ccn4n3)c2)cc1 in hgDAF12 agonist: -1.5
Result for Cc1cnc(C(=O)OCc2nc3ccccc3o2)cn1 in PG9 Ab binder: 0.1

Bioassay records (PubChem)
